aSyn tox rescue – inhibitors of alpha-synuclein toxicity in yeast | S. cerevisiae alpha-synuclein toxicity rescue, BacTiter-Glo growth, 24 h | Potency, µM (highest dose often 46.1 µM), for inactives: at the highest dose growth rescue (activation), actives largely listed as activators | 94,000 compounds, 0.02% hits; active = well fitted activation curve with a large enough effect; also: 0% is about no effect
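Growth restoration measured by BacTiter-Glo luminescence after 24 hr at 30 deg C; alpha-synuclein yeast, raffinose-pregrown to mid-log, were added at OD600=0.02 in galactose medium onto pinned compounds.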
The depositor's hits bear a star; [ ] = another dose, or the depositor's remark. Potency is read from the fitted curve at half-maximal effect. A portion of the library; the hit share may differ from the screen's.

SMILES | aSyn tox rescue
COc1cccc(NC(=O)N(C)C[C@@H]2Oc3ncc(Br)cc3C(=O)N([C@@H](C)CO)C[C@H]2C)c1 | -5%
O=C(Nc1nnc(S(=O)(=O)N2CCOCC2)s1)c1ccccc1 | 8%
Cc1c(C(=O)N/N=C/c2cccnc2)sc(N)c1C#N | 4%
O=C(Nc1ccccc1F)c1oc2ccccc2c1NC(=O)c1c(F)cccc1F | -5%
CCOc1ccc(CCNC(c2nnc(-c3ccccc3)o2)c2ccccc2Cl)cc1OCC (stereo unspecified) | 3%
NC(N)=N/N=C/c1ccc(Cl)c(Cl)c1 | -5%
CCN1CCN(c2cc(C)c3cc(NC(=O)/C=C/c4ccc(OCCC(C)C)cc4)ccc3n2)CC1 | -15%
CC(C)CCN1CCN(Cc2ccc(C#CCCO)cc2)CC1CCO (stereo unspecified) | 2%
Cc1nc(CCNC(=O)CC2C(=O)NCCN2Cc2ccccc2F)sc1C (stereo unspecified) | -1%
O=C(CSc1nnc(-c2ccc(F)cc2)o1)N1CCCCC1 | -4%
CC(=O)c1cccc(NC(=O)CSc2nc(=O)n(CCN3CCOCC3)c3c2CCC3)c1 | 2%
COc1ccccc1Nc1nc(-c2ccccc2Cl)c2cc(Br)ccc2n1 | 3%
CCOc1ccc(-c2nc3cc(NC(=O)COc4cccc(C)c4)ccc3o2)cc1 | -9%
CN1C(=O)c2ccccc2Sc2ccc(NC(=O)Cc3ccc(Cl)cc3)cc21 | 1%
CC(=O)Nc1ccc(C(=O)OCc2ccccc2Br)cc1 | -28%
CC(=O)N1CCc2cc(CNS(=O)(=O)c3cccs3)ccc21 | -5%
CCN(C(=O)CSc1nnc(-c2cc(OC)c(OC)c(OC)c2)o1)c1ccccc1 | -13%
Cc1ccc2c(O)c(C)c(=O)[nH]c2n1 | -15%
Cc1cccc(-n2c(CNC(=O)c3ccc(S(=O)(=O)N4CCCCC4)cc3)n[nH]c2=S)c1 | -6%
COc1ccc(CCNC(=O)CSc2nnc3ccc(-c4ccccn4)nn23)cc1OC | -6%
CCCCN1CC(C)(C)[C@H](CC(=O)Nc2ccccc2)C1=O | -1%
CCOC(=O)c1cccc(NC(=O)C2CCCN(c3nnc(C)c4c(C)n(-c5ccccc5)nc34)C2)c1 (stereo unspecified) | 0%
Cc1ccc(CN2CCN(C3CCN(C(=O)Nc4ccccc4C(F)(F)F)CC3)C(=O)C2=O)cc1 | 3%
COc1ccc(N2CCN(C(=O)c3cc4c(=O)n(Cc5ccccc5)ccc4nc3C)CC2)cc1 | 12%
O=c1c(S(=O)(=O)c2ccccc2)cn(Cc2cccc(F)c2)c2cc(N3CCCC3)c(F)cc12 | -2%
C[C@H]1CN([C@@H](C)CO)C(=O)CCCn2nncc2CO[C@H]1CN(C)C(=O)NC1CCCCC1 | 0%
Cc1cccc(NC(=O)CNC(=O)c2ccc(S(=O)(=O)NCc3ccco3)cc2)c1C | -3%
CCOC(=O)c1ccc2c(c1)N(Cc1ccc(F)cc1Cl)C(=O)c1ccccc1S2 | 3%
Cc1nc(C)c(CCNS(=O)(=O)c2ccc(C)c(C)c2)s1 | 2%
Cn1ncc(C(=O)N2CCN(c3ccccc3F)CC2)c1C1CCN(C(=O)OC(C)(C)C)CC1 | 7%
C=CCNC(=O)c1cc(C(=O)C(C)c2ncc(C(F)(F)F)cc2Cl)c[nH]1 (stereo unspecified) | -2%
COc1ccc(C2=C(C)C(N3CCC(C(=O)Nc4ccc(F)cc4C)CC3)=NS2(=O)=O)cc1 | 1%
O=C(C1CCCCC1)N1C[C@@H](O)[C@H](n2cc(C3CC3)nn2)C[C@@H]1c1ccccc1 | 11%
COc1ccc(NC(=O)c2oc3ccccc3c2NC(=O)C23CC4CC(CC(C4)C2)C3)c(OC)c1 | -10%
COc1ccc(NC(=O)c2csnn2)cc1Cl | -9%
CCOc1ccc(NC(=O)c2sc3nc4c(cc3c2N)CN(Cc2ccccc2)CC4)cc1 | -6%
O=C(Cn1cc(S(=O)(=O)Cc2cccc(Cl)c2)c2ccccc21)NCCc1ccccc1 | -1%
O=C(NNC(=O)c1cc(Cl)ccc1O)c1cccs1 | 0%
COc1ccc(Oc2nc3c(C)cccn3c(=O)c2/C=C(\C#N)c2nc3ccccc3[nH]2)cc1 | 1%
CC(=O)N1CCN(S(=O)(=O)c2cccc(C(=O)N3CCN(S(=O)(=O)c4c(C)c(C)cc(C)c4C)CC3)c2)CC1 | -12%
CC(C)CCNC(=O)Nc1ccc2c(c1)N(Cc1ccccc1)C(=O)c1ccccc1S2 | 7%
O=C1CC2(CCN(C(=O)c3ccc(F)c(F)c3)CC2)Oc2ccccc21 | 3%
COCCNC(=O)c1cccc(-n2c(C)nc3cccnc32)c1 | 0%
Cc1cccc(NC(=O)CN2CCC(C(=O)c3ccc4c(c3)OCCO4)CC2)c1 | -5%
CCOC(=O)c1c(S(=O)(=O)N2CCCC(C(=O)Nc3ccc(C)cc3C)C2)c(C)n(CC)c1C (stereo unspecified) | -5%
CC1CCN(C(=O)CCC(=O)Nc2ccc([N+](=O)[O-])cc2)CC1 | -3%
COc1ccc(CNC(=O)c2ccc3c(c2)N(Cc2ccccc2)C(=O)c2ccccc2S3(=O)=O)cc1 | -2%
Cc1ccc(CSc2c(C)cnc3c2c(=O)n(C)c(=O)n3C)cc1 | 4%
O=C(CC(=O)Nc1ccccc1F)Nc1ccc2nc3n(c(=O)c2c1)CCCCC3 | -8%
Cc1cccc(-n2c(C)cc(C(=O)C(=O)Nc3ccccc3F)c2C)c1C | -4%
CCOc1ccc(OCC)c(NC(=O)C2CCN(S(=O)(=O)c3c(C)noc3/C=C/c3ccccc3F)CC2)c1 | 1%
O=C(O)CCC(=O)NNC(=O)CCC(=O)Nc1ccccc1 | 0%
C/C(=N\NC(=O)c1ccccc1O)C1CC1 | -1%
COc1ccc(Nc2cc(C(=O)NCc3ccccc3)c3ccccc3n2)c(OC)c1 | -5%
O=C(Nc1nc2c(F)cccc2s1)c1ccc(S(=O)(=O)N2CCOCC2)cc1 | 4%
COc1ccc(-n2cc(-c3ccccc3)c3c(Nc4ccc(OC)c(OC)c4)ncnc32)cc1 | -4%
O=C(Nc1cccc(S(=O)(=O)N2CCCCCC2)c1)c1cc(=O)c2ccccc2o1 | 2%
CCc1cccc(-n2nnc(-c3nc(-c4ccc5c(c4)OCO5)no3)c2C)c1 | 0%
CCCCOC(=O)c1cc(=O)[nH]c(=O)[nH]1 | 4%
CN(Cc1nnc(-c2ccc(F)cc2)o1)c1ccccc1 | 15%

Continuation.
SMILES | aSyn tox rescue
Cc1cc(NS(=O)(=O)c2ccc(NC(=O)COc3cc(C)c(Br)cc3C(C)C)cc2)no1 | 16%
OCC1OC(c2ccc(OCc3ccccc3)cc2OCc2ccccc2)C(O)C1O (stereo unspecified) | 2%
COc1ccc(S(=O)(=O)Nc2cccc(SC)c2)cc1C(=O)N1CCOCC1 | 7%
O=C1c2ccccc2C(=O)c2c(Nc3ccc(CCO)cc3)ccc(O)c21 | -22%
Cc1ccc2nc(-c3ccc(NC(=S)NCCC(C)C)cc3)sc2c1 | -1%
CCOC(=O)C1CCN(C(=O)CN2c3ccc(CC)cc3-c3ccccc3S2(=O)=O)CC1 | -4%
COc1ccc(N2CCN(C(=O)C3CCCN(S(=O)(=O)c4ccc5c(c4)oc(=O)n5C)C3)CC2)cc1 (stereo unspecified) | 0%
O=C(CSc1ncccn1)NC(=O)NC1CCCC1 | 7%
O=C(/C=C\c1ccc2c(c1)OCO2)NC1CC(=O)N(c2ccc(Cl)cc2)C1 (stereo unspecified) | -2%
CCc1ccc(C2CC(=O)c3c([nH]c(C(=O)OC4CCC(C)CC4)c3C)C2)cc1 (stereo unspecified) | -5%
Cc1cc(NC(=O)c2cccc(S(=O)(=O)N3CC(c4ccccc4)CC3=O)c2)no1 (stereo unspecified) | -14%
CC(Nc1ncnc2c1cnn2-c1cccc(Cl)c1)c1ccccc1 (stereo unspecified) | -35%[inhibitor]

At a glance, part of the list above:
SMILES | aSyn tox rescue
O=C(Nc1cccc(S(=O)(=O)N2CCCCCC2)c1)c1cc(=O)c2ccccc2o1 | 2%
CCc1cccc(-n2nnc(-c3nc(-c4ccc5c(c4)OCO5)no3)c2C)c1 | 0%
CCCCOC(=O)c1cc(=O)[nH]c(=O)[nH]1 | 4%
CN(Cc1nnc(-c2ccc(F)cc2)o1)c1ccccc1 | 15%
Cc1cc(NS(=O)(=O)c2ccc(NC(=O)COc3cc(C)c(Br)cc3C(C)C)cc2)no1 | 16%
OCC1OC(c2ccc(OCc3ccccc3)cc2OCc2ccccc2)C(O)C1O (stereo unspecified) | 2%
COc1ccc(S(=O)(=O)Nc2cccc(SC)c2)cc1C(=O)N1CCOCC1 | 7%
O=C1c2ccccc2C(=O)c2c(Nc3ccc(CCO)cc3)ccc(O)c21 | -22%
Cc1ccc2nc(-c3ccc(NC(=S)NCCC(C)C)cc3)sc2c1 | -1%
CCOC(=O)C1CCN(C(=O)CN2c3ccc(CC)cc3-c3ccccc3S2(=O)=O)CC1 | -4%
COc1ccc(N2CCN(C(=O)C3CCCN(S(=O)(=O)c4ccc5c(c4)oc(=O)n5C)C3)CC2)cc1 (stereo unspecified) | 0%
O=C(CSc1ncccn1)NC(=O)NC1CCCC1 | 7%
O=C(/C=C\c1ccc2c(c1)OCO2)NC1CC(=O)N(c2ccc(Cl)cc2)C1 (stereo unspecified) | -2%
CCc1ccc(C2CC(=O)c3c([nH]c(C(=O)OC4CCC(C)CC4)c3C)C2)cc1 (stereo unspecified) | -5%
Cc1cc(NC(=O)c2cccc(S(=O)(=O)N3CC(c4ccccc4)CC3=O)c2)no1 (stereo unspecified) | -14%
CC(Nc1ncnc2c1cnn2-c1cccc(Cl)c1)c1ccccc1 (stereo unspecified) | -35%[inhibitor]

Later entries:
SMILES | aSyn tox rescue
CCCn1c(SCC(=O)N2CCN(CC)CC2)nc2c1c(=O)n(C)c(=O)n2C | -2%
Cc1ccc(NCC(=O)Nc2ccc(F)c(Cl)c2)cc1S(=O)(=O)N1CCOCC1 | -5%
COc1ccc(C)cc1NC(=O)c1cnc2ccc(C)cn2c1=O | -9%
COc1ccc(-c2csc3ncnc(Nc4ccc(OC)cc4OC)c23)cc1 | -4%
CCOC(=O)c1c(NC(=O)c2cc(=O)c3cc(C)ccc3o2)sc2c1CCCC2 | 1%
COc1ccc(C)cc1S(=O)(=O)N(C)CC(=O)N1CCC(C(N)=O)CC1 | 9%
COc1ccccc1N(C)S(=O)(=O)c1ccc(C(=O)NCCCN2CCCC2=O)cc1 | 0%
C[C@H](CO)N1C[C@H](C)[C@H](CN(C)C(=O)Nc2ccccc2)OCc2cnnn2CCCC1=O | 1%
O=C(NC(=O)c1cccc(F)c1)Nc1nc(-c2ccc(F)cc2)cc(C(F)(F)F)n1 | -8%
COc1ccc(-n2cc(C(=O)NCCc3cc(OC)ccc3OC)c3ccccc3c2=O)cc1 | -4%
CC(NS(=O)(=O)c1ccc2c(c1)CCN2C(=O)CCCC(=O)O)c1ccccc1 (stereo unspecified) | -6%
Cc1cccc(S(=O)(=O)N(C)C[C@H]2OCc3cnnn3CCCC(=O)N([C@H](C)CO)C[C@H]2C)c1 | 1%
COc1cc(OC)c(OC)cc1/C=C/c1nc2ccccc2c(=O)n1-c1ccc(Br)c(C)c1 | -5%
CCOC(=O)c1c(-c2ccccc2)csc1NC(=O)c1cc(-c2ccc(F)cc2)on1 | -8%
O=C(c1cc(-c2ccc(Cl)s2)nc2ccccc12)N1CCOCC1 | 5%
Cc1cccc(N(C(=O)c2csnn2)C(C(=O)NCc2ccccc2)c2ccncc2)c1 (stereo unspecified) | -13%
CNS(=O)(=O)c1cn(CC(=O)Nc2ccc(C)cc2C)cc1S(=O)(=O)NC | -12%
COc1cccc(C(=O)N/N=C(\CC(C)C)c2ccccc2)c1 | -18%
Cc1ccccc1-c1cc2nccc(-c3cc(Cl)ccc3O)n2n1 | -14%
COc1ccc(N(CC(=O)Nc2ccccc2C)S(=O)(=O)c2ccccc2[N+](=O)[O-])c(OC)c1 | -16%
O=C(O)C1(S(=O)(=O)c2ccc(Cl)cc2)CCC1 | -6%
CC(C)CN(CCCNC(=O)CN1N=C(c2ccccc2)CCC1=O)CC(C)C | -1%
Cc1ccc(OCC(=O)Nc2cccc(S(=O)(=O)N3CCCCCC3)c2)cc1C | 0%
CCCN(CC(=O)Nc1ccccc1C)C(=O)C1CCN(C(=O)Nc2ccccc2)CC1 | 0%
COCCNC(=O)c1cc(S(=O)(=O)N2CCC3(CC2)OCCO3)ccc1F | 6%
Cc1cc2oc(C(=O)N(Cc3ccc(Cl)cc3)Cc3ccco3)c(C)c2cc1Cl | 9%
CCC(=O)N(C)C[C@H]1Oc2cc(-c3cccnc3)ccc2S(=O)(=O)N([C@H](C)CO)C[C@H]1C | 0%
COc1ccc(NC(=O)CSc2nc(-c3ccco3)cc(C(F)(F)F)n2)cc1Cl | -10%
CCc1nnc(NC(=O)Cc2ccc(OC)c(S(=O)(=O)N3CCOCC3)c2)s1 | 3%
COc1ccc(CN(C)CCCn2cnc3c(OC)ncnc32)cc1OC | 6%
CC(=O)NC(=S)Nc1cccc([N+](=O)[O-])c1 | 8%
CSc1cccc(NC(=O)c2ccc3c(c2)c(C)c(C)n3Cc2ccc(F)cc2)c1 | -7%
O=C(c1ccccc1)N1N=C(c2ccccc2)CC1c1ccccc1O (stereo unspecified) | -32%[inhibitor]
CN1CCN(c2ccc(-c3cccc(NC(=O)COc4ccccc4)c3)nn2)CC1 | -7%
COc1cc(/C=C/c2nc(C#N)c(N3CCCCC3)o2)cc(OC)c1OC | -4%
CCOC(=O)c1nnn2c1nc(N(CC)CC)c1ccccc12 | 8%
COc1ccc(NC(=O)C2CCCN(c3ncnc4onc(C)c34)C2)cc1OC (stereo unspecified) | -5%

From PubChem BioAssay
